From PubChem
CHO-K1 Ca PAM = nonselective activator or artifact in parental CHO-K1 calcium assay | ATP EC20, Fluo-8 calcium fluorescence; 0% at ATP EC20, 100% at ATP max | activation, % at 3 µM | 360,000 tested, 0.02% active | AID 602247;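 active = activation above the run cutoff, the mean activation of all test compounds plus 3 SD, cut at about 40% in these data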;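 also: peak over basal fluorescence ratio in a 140 s read after ATP addition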
CHO-K1 Ca ag = M1 agonist counterscreen hit in parental CHO-K1 cells | activation, % at 3 µM | AID 602248 | Fluo-8 calcium fluorescence; scaled to maximal ATP response, vehicle zero | 360,000 tested, 0.48% active; in the data active = activation above about 15%;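 also: untransfected CHO-K1 host cells lacking M1 receptor as counterscreen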
M5 PAM = CHRM5 positive allosteric modulation | 360,000 tested, 0.3% active | activation, % at 3 µM | P08912 | CHO-K1 hM5, Fluo-8 calcium, ACh EC20 PAM; 0% = ACh EC20, 100% = ACh EC100;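 active = activation above the run cutoff, the mean activation of all test compounds plus 3 SD, cut at about 18% in these data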
Target sequence (P08912 whole entry, looked up): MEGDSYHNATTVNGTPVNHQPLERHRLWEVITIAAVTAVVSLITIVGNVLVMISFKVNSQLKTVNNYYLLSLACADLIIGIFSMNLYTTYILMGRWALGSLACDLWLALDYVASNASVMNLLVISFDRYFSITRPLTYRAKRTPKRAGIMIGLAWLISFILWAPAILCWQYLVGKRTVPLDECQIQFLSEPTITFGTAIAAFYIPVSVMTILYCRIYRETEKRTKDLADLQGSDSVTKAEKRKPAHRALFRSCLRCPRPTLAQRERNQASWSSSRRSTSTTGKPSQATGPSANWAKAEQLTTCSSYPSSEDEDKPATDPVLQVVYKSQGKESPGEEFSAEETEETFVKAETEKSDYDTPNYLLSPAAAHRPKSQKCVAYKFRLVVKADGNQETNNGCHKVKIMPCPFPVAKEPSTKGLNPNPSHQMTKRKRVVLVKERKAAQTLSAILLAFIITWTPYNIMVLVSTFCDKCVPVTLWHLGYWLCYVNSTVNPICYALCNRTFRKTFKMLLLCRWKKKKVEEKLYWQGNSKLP
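system = human M5 receptor in CHO-K1 cells | compound = one concentration, 3 µM final (nominal) | schedule = Post-acetylcholine fluorescence recording 140 s | signal = Fluo-8 calcium dye fluorescence, kinetic read | benchmarks = low control EC20 acetylcholine (0%), high control EC100 acetylcholine (100%) | repeats = singlicate, one well per test compound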
M4 ag = CHRM4 agonism in calcium assay | CHO-K1 hM4/Gqi5, Fluo-8 calcium fluorescence; vehicle 0%, full acetylcholine response 100% | P08173 | activation, % at 3 µM | 360,000 tested, 0.14% active;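 active = activation above the run mean over all test wells plus 3 SD, cut at about 32% in these data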;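 also: peak over basal fluorescence ratio per well then scaled between controls; 0% = DMSO wells and 100% = acetylcholine at EC100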
Target sequence (P08173 whole entry, looked up): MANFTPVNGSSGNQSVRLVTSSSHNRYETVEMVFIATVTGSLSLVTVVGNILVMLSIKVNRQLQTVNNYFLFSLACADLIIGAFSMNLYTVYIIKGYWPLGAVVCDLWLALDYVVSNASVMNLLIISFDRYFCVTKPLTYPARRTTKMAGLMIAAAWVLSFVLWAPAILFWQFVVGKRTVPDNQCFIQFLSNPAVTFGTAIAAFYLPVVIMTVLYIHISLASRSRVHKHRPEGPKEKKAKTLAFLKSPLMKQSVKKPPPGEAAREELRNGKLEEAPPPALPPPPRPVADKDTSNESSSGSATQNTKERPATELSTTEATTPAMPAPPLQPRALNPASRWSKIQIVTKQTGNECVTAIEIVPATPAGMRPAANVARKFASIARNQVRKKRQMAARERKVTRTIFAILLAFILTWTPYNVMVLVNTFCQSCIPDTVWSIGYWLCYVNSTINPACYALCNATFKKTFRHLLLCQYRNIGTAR
M4 PAM = positive allosteric modulators of human muscarinic M4 receptor | 360,000 tested, 0.4% active | P08173 | CHO-K1 hM4/Gqi5, Fluo-8 calcium fluorescence, ACh EC20; 0% = ACh EC20, 100% = maximal ACh | activation, % at 3 µM;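 active = activation above its plate's cutoff, the mean activation of sample wells plus 3 SD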; also: some results filed as inactive read as strong as hits
CHRM5 antagonist = antagonists of human muscarinic M5 receptor (CHRM5); AID 624040; inhibition, % at 3 µM; 360,000 tested, 0.59% active; P08912; CHO-hM5 cells, Fluo-8 calcium fluorescence, ACh EC80;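 active = inhibition above a per-plate cutoff, the mean of that plate's test compounds plus 3 SD, cut at about 27% in these data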;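 also: 0% = acetylcholine EC80 with DMSO and 100% = DMSO without agonist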
CHRM5 agonist = CHRM5 agonism in calcium assay | P08912 | CHO-K1 hM5 cells, Fluo-8 calcium fluorescence; 0% DMSO wells, 100% maximal acetylcholine response | activation, % at 3 µM | 360,000 tested, 0.19% active;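 active = activation above the run's mean over test compounds plus 3 SD, cut at about 23% in these data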;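 also: signal is peak over basal fluorescence ratio across the kinetic read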
CHRM4 antagonist = CHRM4 antagonism in calcium assay. inhibition, % at 3 µM. 360,000 tested, 0.73% active. CHO-hM4 cells, ACh EC80, Fluo-8 calcium fluorescence. P08173;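 active = inhibition above its plate's cutoff, the mean inhibition of sample wells plus 3 SD, cut at about 27% in these data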;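 also: 0% = acetylcholine EC80 with DMSO and 100% = DMSO without agonist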
CHO-K1 Ca antag = nonselective inhibitor or artifact in parental CHO-K1 cells; inhibition, % at 3 µM; 360,000 tested, 0.6% active; ATP-induced calcium, Fluo-8 fluorescence;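 active = inhibition above a per-plate cutoff, the plate's mean sample inhibition plus 3 SD, cut at about 24% in these data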;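 also: 0% = DMSO plus EC80 ATP and 100% = DMSO alone without ATP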
* hit, by the source's call.

Start of the listing, in advance, two compounds:
For CC(C)[C@@H](NC(=O)C1CCN(C(=O)[C@@H]2CCCN2C(=O)OC(C)(C)C)CC1)C(=O)NCc1ccc(F)cc1 the results were CHO-K1 Ca PAM 16, CHO-K1 Ca ag -0.2, M5 PAM 3, M4 ag 0, M4 PAM 11, CHRM5 antagonist 3, CHRM5 agonist -1, CHRM4 antagonist -9 and CHO-K1 Ca antag 3.
`CCCCN1CC(CO)Oc2cccc(F)c2S1(=O)=O` (centres undefined) gave CHO-K1 Ca PAM 11, CHO-K1 Ca ag 4.1, M5 PAM -1, M4 ag 1, M4 PAM 2, CHRM5 antagonist -4, CHRM5 agonist 0, CHRM4 antagonist -8 and CHO-K1 Ca antag 1.

The listing, from the first entry:
For CC(C)[C@@H](NC(=O)C1CCN(C(=O)[C@@H]2CCCN2C(=O)OC(C)(C)C)CC1)C(=O)NCc1ccc(F)cc1 the results were CHO-K1 Ca PAM 16, CHO-K1 Ca ag -0.2, M5 PAM 3, M4 ag 0, M4 PAM 11, CHRM5 antagonist 3, CHRM5 agonist -1, CHRM4 antagonist -9 and CHO-K1 Ca antag 3.
`CCCCN1CC(CO)Oc2cccc(F)c2S1(=O)=O` (centres undefined) gave CHO-K1 Ca PAM 11, CHO-K1 Ca ag 4.1, M5 PAM -1, M4 ag 1, M4 PAM 2, CHRM5 antagonist -4, CHRM5 agonist 0, CHRM4 antagonist -8 and CHO-K1 Ca antag 1.
For COCCCNc1ccn2nc(-c3ccc(OCCN4CCOCC4)cc3)cc2n1 the results were CHO-K1 Ca PAM 3, CHO-K1 Ca ag 1.8, M5 PAM -1, M4 ag 9, M4 PAM -1, CHRM5 antagonist 5, CHRM5 agonist 2, CHRM4 antagonist -15 and CHO-K1 Ca antag 0.
`O=C(NC1CCCC1)c1nc(-c2c(F)cccc2F)oc1-c1ccccc1` gave M5 PAM 1, M4 ag -1, M4 PAM 1, CHRM5 antagonist 1, CHRM5 agonist -1 and CHRM4 antagonist -2.
For CCOC(=O)C1=C(COc2ccc(C)cc2)NC(=O)NC1c1cc(C)ccc1C (centres undefined) the results were CHO-K1 Ca PAM -5, CHO-K1 Ca ag 0.6, M5 PAM -4, M4 ag 0, M4 PAM 1, CHRM5 antagonist 12, CHRM5 agonist -1, CHRM4 antagonist 14 and CHO-K1 Ca antag 4.
O=C(COc1ccc2ccccc2c1)N1CCN(C(=O)c2cccs2)CC1 was read as CHO-K1 Ca PAM 9, CHO-K1 Ca ag 2.2, M5 PAM -3, M4 ag 6, M4 PAM -2, CHRM5 antagonist 4, CHRM5 agonist 3, CHRM4 antagonist -1 and CHO-K1 Ca antag -8.
CCOc1ccc(Cl)cc1-c1cc(C(=O)NCc2ccccc2)[nH]n1 was read as CHO-K1 Ca PAM -1, CHO-K1 Ca ag 0.5, M5 PAM -4, M4 ag 2, M4 PAM 3, CHRM5 antagonist -6, CHRM5 agonist -1, CHRM4 antagonist -23 and CHO-K1 Ca antag -12.
Screening O=C(CN1C(=O)NC2(CCCCC2)C1=O)Nc1ccccc1Cl returned CHO-K1 Ca PAM 8, CHO-K1 Ca ag -0.1, M5 PAM -2, M4 ag 1, M4 PAM 6, CHRM5 antagonist 1, CHRM5 agonist -2, CHRM4 antagonist -17 and CHO-K1 Ca antag -11.
Screening CCc1ccc(NC(=O)CN2C(=O)COc3ccc(S(=O)(=O)N4CCCC4)cc32)cc1 returned CHO-K1 Ca PAM 1, CHO-K1 Ca ag -0.6, M5 PAM -3, M4 ag 0, M4 PAM -2, CHRM5 antagonist 3, CHRM5 agonist -5, CHRM4 antagonist 5 and CHO-K1 Ca antag 13.
For N#Cc1ccc(NC(=O)Nc2ccc(Oc3ccc(NC(=O)Nc4ccc(C#N)cc4)cc3)cc2)cc1 the results were CHO-K1 Ca PAM -2, CHO-K1 Ca ag 14, M5 PAM -15, M4 ag 12, M4 PAM -2, CHRM5 antagonist 12, CHRM5 agonist 3, CHRM4 antagonist 2 and CHO-K1 Ca antag -3.
`CCc1nc2ccccc2c(=O)n1NC(=O)c1c(O)c2ccccc2[nH]c1=O` gave CHO-K1 Ca PAM 19, CHO-K1 Ca ag 0.6, M5 PAM 0, M4 ag -1, M4 PAM 8, CHRM5 antagonist 5, CHRM5 agonist -2, CHRM4 antagonist 0 and CHO-K1 Ca antag -7.
For COc1ccc(CC(=O)Nc2c3c(nn2C(C)(C)C)CS(=O)(=O)C3)cc1OC the results were CHO-K1 Ca PAM 16, CHO-K1 Ca ag 0.8, M5 PAM 3, M4 ag 1, M4 PAM -4, CHRM5 antagonist -3, CHRM5 agonist -2, CHRM4 antagonist 17 and CHO-K1 Ca antag 4.
For Cc1ccccc1NC(=S)N/N=C/c1ccc(O)cc1O the results were CHO-K1 Ca PAM 10, CHO-K1 Ca ag 0.3, M5 PAM 1, M4 ag 0, M4 PAM 1, CHRM5 antagonist 6, CHRM5 agonist 0, CHRM4 antagonist -9 and CHO-K1 Ca antag -8.
Screening CCCc1cc(=O)[nH]c(SCC(=O)NC2CCCc3ccccc32)n1 (centres undefined) returned CHO-K1 Ca PAM 12, CHO-K1 Ca ag 0.4, M5 PAM -4, M4 ag 0, M4 PAM 4, CHRM5 antagonist 6, CHRM5 agonist -2, CHRM4 antagonist -11 and CHO-K1 Ca antag -10.
`CC(C)(Oc1ccc(Cl)cc1)C(=O)OCC(=O)NCCc1ccccc1` gave CHO-K1 Ca PAM -3, CHO-K1 Ca ag 0.1, M5 PAM 6, M4 ag 2, M4 PAM -1, CHRM5 antagonist -5, CHRM5 agonist -5, CHRM4 antagonist 3 and CHO-K1 Ca antag 2.
`Cc1ccc(CNC(=O)c2cc(S(=O)(=O)N3CCCCC3)ccc2N2CCOCC2)cc1` gave CHO-K1 Ca PAM 9, CHO-K1 Ca ag 1.1, M5 PAM 5, M4 ag 1, M4 PAM 4, CHRM5 antagonist 2, CHRM5 agonist -5, CHRM4 antagonist -11 and CHO-K1 Ca antag -16.
`Cc1ccc(C)c(NC(=O)COC(=O)c2c(C)nn(-c3ccccc3)c2C)c1` gave CHO-K1 Ca PAM -6, CHO-K1 Ca ag -0.1, M5 PAM 4, M4 ag 0, M4 PAM 6, CHRM5 antagonist 6, CHRM5 agonist 2, CHRM4 antagonist -4 and CHO-K1 Ca antag -6.
For CCOC(=O)Cn1c(=NC(=O)CN2C(=O)CCC2=O)sc2cc(S(N)(=O)=O)ccc21 the results were CHO-K1 Ca PAM -9, CHO-K1 Ca ag -0.1, M5 PAM 0, M4 ag 1, M4 PAM 2, CHRM5 antagonist 0, CHRM5 agonist -3, CHRM4 antagonist -12 and CHO-K1 Ca antag 11.
Screening COc1ccc(C2=NOC(C)(c3nnc(-c4ccc(Cl)cc4)o3)C2)cc1 (centres undefined) returned CHO-K1 Ca PAM 18, CHO-K1 Ca ag 0.0, M5 PAM 1, M4 ag 1, M4 PAM -4, CHRM5 antagonist 13, CHRM5 agonist -2, CHRM4 antagonist -14 and CHO-K1 Ca antag -18.
For C#Cc1cccc(C(=O)N(Cc2cccnc2)CC2CCCN(C3CCCCC3)C2)c1 (centres undefined) the results were CHO-K1 Ca PAM 19, CHO-K1 Ca ag -0.2, M5 PAM 2, M4 ag 0, M4 PAM -3, CHRM5 antagonist -3, CHRM5 agonist -2, CHRM4 antagonist -8 and CHO-K1 Ca antag -14.
Screening CCOC(=O)N1CC=C2C(C#N)=C(N)C(C#N)(C#N)[C@H](c3cccs3)C2C1 (some centres undefined) returned CHO-K1 Ca PAM 17, CHO-K1 Ca ag 0.8, M5 PAM 0, M4 ag 2, M4 PAM 9, CHRM5 antagonist -1, CHRM5 agonist -1, CHRM4 antagonist 1 and CHO-K1 Ca antag -5.
Screening Cc1cc(=O)[nH]c(N2CCCC2)n1 returned CHO-K1 Ca PAM 2, CHO-K1 Ca ag 0.1, M5 PAM 1, M4 ag 0, M4 PAM -3, CHRM5 antagonist -2, CHRM5 agonist 2, CHRM4 antagonist 17 and CHO-K1 Ca antag 2.
For CC(NC(=O)C(=O)NCCc1c[nH]c2ccccc12)c1ccccc1 (centres undefined) the results were CHO-K1 Ca PAM 7, CHO-K1 Ca ag 1.9, M5 PAM -4, M4 ag 2, M4 PAM -3, CHRM5 antagonist 1, CHRM5 agonist -4, CHRM4 antagonist 4 and CHO-K1 Ca antag -7.
Screening CN(CCC1CCOCC1)C(=O)C1CCC(=O)N(CCc2cccc(F)c2)C1 (centres undefined) returned CHO-K1 Ca PAM -2, CHO-K1 Ca ag 0.7, M5 PAM 17, M4 ag 1, M4 PAM 14, CHRM5 antagonist -36, CHRM5 agonist -1, CHRM4 antagonist -3 and CHO-K1 Ca antag -6.
CC(OCC(O)CN1CCN(S(=O)(=O)c2ccc(Cl)cc2)CC1)c1ccc(Cl)cc1 (centres undefined) was read as CHO-K1 Ca PAM 9, CHO-K1 Ca ag 3.7, M5 PAM -4, M4 ag 10, M4 PAM -3, CHRM5 antagonist 8, CHRM5 agonist 4, CHRM4 antagonist 2 and CHO-K1 Ca antag 1.
O=S(=O)(c1ccc(-n2cnnn2)cc1)N(C1CCCCC1)C1CCCCC1 was read as CHO-K1 Ca PAM 19, CHO-K1 Ca ag 0.6, M5 PAM 1, M4 ag 1, M4 PAM 13, CHRM5 antagonist -9, CHRM5 agonist -1, CHRM4 antagonist -12 and CHO-K1 Ca antag -3.
For Cc1ccc2cc(C)c3nnc(SCC(=O)N4CCN(C(=O)c5ccco5)CC4)n3c2c1 the results were CHO-K1 Ca PAM 17, CHO-K1 Ca ag 1.5, M5 PAM -4, M4 ag 3, M4 PAM -9, CHRM5 antagonist 2, CHRM5 agonist 2, CHRM4 antagonist 9 and CHO-K1 Ca antag -4.
Screening Nc1ccc(N2CCCCC2)c(S(=O)(=O)Nc2ccc(Cl)cc2)c1 returned CHO-K1 Ca PAM 2, CHO-K1 Ca ag -0.1, M5 PAM -5, M4 ag -2, M4 PAM -10, CHRM5 antagonist -5, CHRM5 agonist 1, CHRM4 antagonist 3 and CHO-K1 Ca antag -16.
`COCCNC(=O)C(=O)NCC1OCCN1S(=O)(=O)c1ccc(F)cc1` (centres undefined) gave CHO-K1 Ca PAM 7, CHO-K1 Ca ag 0.0, M5 PAM -7, M4 ag 0, M4 PAM -1, CHRM5 antagonist 13, CHRM5 agonist -4, CHRM4 antagonist 2 and CHO-K1 Ca antag 3.
For CCc1ccc(OCC(=O)NC(=S)Nc2ccc(Br)c(C)n2)cc1 the results were CHO-K1 Ca PAM -8, CHO-K1 Ca ag 0.4, M5 PAM -3, M4 ag 0, M4 PAM -4, CHRM5 antagonist 10, CHRM5 agonist -1, CHRM4 antagonist 1 and CHO-K1 Ca antag 10.
COc1ccc(-c2cc(NC=O)c3ncc(-c4cccc(C(C)=O)c4)n3c2)cc1 was read as CHO-K1 Ca PAM 15, CHO-K1 Ca ag 4.0, M5 PAM -2, M4 ag 12, M4 PAM 5, CHRM5 antagonist 15, CHRM5 agonist 1, CHRM4 antagonist 9 and CHO-K1 Ca antag 6.
Screening CN1CCn2cnc(C(=O)NCc3ccccc3)c2C1=O returned CHO-K1 Ca PAM -9, CHO-K1 Ca ag 4.6, M5 PAM -7, M4 ag 16, M4 PAM -9, CHRM5 antagonist 10, CHRM5 agonist 3, CHRM4 antagonist 16 and CHO-K1 Ca antag 11.
For Cc1cccc(C)c1NC(=O)COC(=O)c1cccnc1 the results were CHO-K1 Ca PAM -19, CHO-K1 Ca ag -0.9, M5 PAM -1, M4 ag 0, M4 PAM -6, CHRM5 antagonist 3, CHRM5 agonist 0, CHRM4 antagonist 10 and CHO-K1 Ca antag 14.
